# Source: PubChem BioAssay (National Center for Advancing Translational Sciences (NCATS))
# B2AR arrestin: recruits beta-arrestin to the human beta2-adrenergic receptor; P07550; beta-arrestin recruitment to beta2AR, cell-based reporter; Potency, µM (titrated, usually from 46.1 µM), inactives show at the highest dose activation, actives largely listed as activators; actives 0.02% (n = 330,000); AID 492947;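 further: potency means the concentration at half of the fitted maximal effect; 0% = DMSO controls and full agonism = EC100 isoproterenol or metaproterenol; nearly all actives have a fitted effect of over 65% in size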
# Target sequence (P07550 whole entry, looked up): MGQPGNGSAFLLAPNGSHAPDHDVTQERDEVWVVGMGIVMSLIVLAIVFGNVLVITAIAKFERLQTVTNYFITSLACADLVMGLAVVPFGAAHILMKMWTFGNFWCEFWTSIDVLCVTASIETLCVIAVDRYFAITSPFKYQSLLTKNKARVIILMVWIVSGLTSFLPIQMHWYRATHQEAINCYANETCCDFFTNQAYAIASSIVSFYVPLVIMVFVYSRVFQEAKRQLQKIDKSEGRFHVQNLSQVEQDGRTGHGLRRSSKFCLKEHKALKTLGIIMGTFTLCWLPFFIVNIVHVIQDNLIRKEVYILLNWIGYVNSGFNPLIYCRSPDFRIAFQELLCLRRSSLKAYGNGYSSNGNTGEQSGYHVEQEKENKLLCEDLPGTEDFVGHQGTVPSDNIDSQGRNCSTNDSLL
# GALK inhibitor: galactokinase (human) inhibition; P51570; Purified GALK, Kinase-Glo residual ATP luminescence; Potency, µM (titrated, usually from 57.5 µM), for the others: at the highest dose activity change, negative = inhibition, most hits filed as inhibitors; actives 0.007% (n = 270,000); AID 1868; further: potency means the concentration at half of the fitted maximal effect; on the % scale 0 is the no-effect control and ±100 the full control effect
#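 Luminescence from leftover ATP (Ultra-Glo luciferase/luciferin) served as read-out after a 1 h room-temperature reaction of 5 nM GALK with 35 uM ATP and 100 uM galactose.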
# Coupling enz: inhibits coupling enzyme system, counter-screen for aldolase hits | coupling enzyme system counterscreen, AmpLite Red fluorescence | activity change, negative = inhibition, % at 58.2 µM, hits read low | actives 0.67% (n = 290,000) | AID 2472; in the data active means activity change below about -30%; further: on the % scale 0 is the no-effect control and ±100 the full control effect
#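 Activity here indicates interference with the coupling reaction, not aldolase inhibition. Compounds at 57.5 uM final met coupling enzymes for 10 min at RT; substrate and AmpLite Red detection followed, with a 525/598 nm fluorescence read after 20 min.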
# hERG WT inh: KCNH2 (human, wildtype) channel inhibition | Q12809 | U2OS, BacMam KCNH2, thallium flux FluxOr; hits give low values | activity change, % at 1.84 µM | actives 0.37% (n = 340,000) | AID 720551;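 active means maximum activity change below -70%; inconclusive means maximum activity change between -70% and -50%; inactive means maximum activity change above -50%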; further: on the % scale 0 is the no-effect control and ±100 the full control effect
#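 U2OS cells were transduced with wild-type KCNH2 virus (2.03 x 10^8 / mL) for 4 h at room temperature, then cultured overnight at 37 C. Thallium flux was read with FluxOr dye. Rate constants were normalized to DMSO controls.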
# PKM2 act: activators of human pyruvate kinase M2. purified PKM2, Kinase-Glo ATP luminescence, activation; response scale: 0% is enzyme alone, no compound. Potency, µM (doses to about 57.5 µM), for inactives: at the highest dose activation, hits mostly activators. actives 0.34% (n = 260,000). P14618; further: potency means the concentration at half of the fitted maximal effect; on the % scale 0 is the no-effect control and ±100 the full control effect; nearly all actives have a fitted effect of over 55% in size
#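 hPK-M2, >95% pure; 0.1 mM ADP / 0.5 mM PEP final; imidazole pH7.2 buffer w/ 7 mM MgCl2, 50 mM KCl; 1 h RT; Kinase-Glo lum. Intermediate enzyme activity for dual inhibitor/activator qHTS.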
# USP2a block: USP2a (human) protease inhibition. Potency, µM (series often up to 38.3 µM), inactives show at the highest dose activity change, negative = inhibition, most hits filed as inhibitors. O75604. USP2 core, Ub-CHOP2 coupled fluorogenic reporter, 485/531. actives 0.01% (n = 330,000);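 further: potency means the concentration at half of the fitted maximal effect; plate controls were DMSO wells for no effect and full inhibition by NEM control for full effect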
# Target sequence (O75604 whole entry, looked up): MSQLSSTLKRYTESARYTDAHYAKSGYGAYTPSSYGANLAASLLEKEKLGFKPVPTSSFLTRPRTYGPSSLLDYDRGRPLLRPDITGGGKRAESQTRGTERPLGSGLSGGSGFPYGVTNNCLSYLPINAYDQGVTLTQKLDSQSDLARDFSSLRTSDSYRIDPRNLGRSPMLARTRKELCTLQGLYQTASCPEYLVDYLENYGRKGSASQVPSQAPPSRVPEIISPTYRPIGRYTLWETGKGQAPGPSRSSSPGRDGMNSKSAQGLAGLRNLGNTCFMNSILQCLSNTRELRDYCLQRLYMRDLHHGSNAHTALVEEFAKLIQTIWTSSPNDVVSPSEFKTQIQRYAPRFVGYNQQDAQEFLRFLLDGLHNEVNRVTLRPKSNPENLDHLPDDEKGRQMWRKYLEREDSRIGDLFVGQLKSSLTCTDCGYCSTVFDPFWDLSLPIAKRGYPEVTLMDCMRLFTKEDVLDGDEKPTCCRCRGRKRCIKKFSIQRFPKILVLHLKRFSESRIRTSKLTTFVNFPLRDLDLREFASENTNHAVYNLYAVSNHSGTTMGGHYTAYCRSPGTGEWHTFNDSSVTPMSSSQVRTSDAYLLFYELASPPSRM
#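 USP2 core (10nM final) preincubated 30min RT with compound in 20mM Tris-HCl pH 8.0, 2mM CaCl2, 2mM beta-mercaptoethanol, 0.05% CHAPS; 25nM Ub-CHOP2 plus 25nM reporter substrate added, fluorescence (Ex485/Em531) read after 60min.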
# MLL CXXC-DNA inh: blocks binding of human MLL CXXC domain to DNA. Potency, µM (titrated, usually from 115 µM), for inactives: top-dose activity change, negative = inhibition, usual class: inhibitors. MLL-CXXC / FITC-HOXA9 DNA fluorescence polarization. Q03164. actives 0.037% (n = 290,000); active means well fitted inhibition curve with a large enough effect in the polarisation, with a control signal flat, not every such curve was filed as active; inconclusive means small, poorly fitted or top-dose-only effect, or effect the other way, or a change in a side signal; inactive means no such curve, though single readings can be large or run the other way; the % refers to the polarisation; further: potency means the concentration at half of the fitted maximal effect
#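 Purified MLL-CXXC (added from a 7 uM solution) was preincubated 5 min at ambient with pinned compounds in 50 mM Tris-HCl pH 7.5, 50 mM NaCl, 1 mM DTT, 0.05% BSA. Fluorescein-labeled HOX-A9 DNA (50 nM solution) followed, 30 min, then polarization read.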
# Giardia kill: kills Giardia lamblia | Giardia lamblia trophozoite viability | activity change, % at 7.66 µM, hits read low | actives 0.15% (n = 340,000) | AID 540267; in the data active means activity change below about -80%; inconclusive means between about -30% and that limit;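 further: parasites exposed to compound for two days anaerobically before the ATP read; on the % scale 0 is the no-effect control and ±100 the full control effect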
#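 Each well holds 100 Giardia trophozoites and compound. After two days (48 hrs) at 37 deg C in anaerobic conditions, ATP is quantified by luminescence.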
# Menin MLL FP TR: displaces Texas Red mutant MLL peptide from human menin | O00255 | Menin + Texas Red MLL mutant peptide, fluorescence polarization | Potency, µM (highest dose often 61.6 µM), inactives show top-dose FP activity change, negative = inhibition, usual class: inhibitors | actives 0.23% (n = 270,000) | AID 1768; active means well fitted inhibition curve with a large enough effect in the polarisation, with a control signal flat, not every such curve was filed as active; inconclusive means small, poorly fitted or top-dose-only effect, or effect the other way, or a change in a side signal; inactive means no such curve, though single readings can be large or run the other way; the % refers to the polarisation; further: potency means the concentration at half of the fitted maximal effect; % of control where 0% means no effect; many of its hits are not listed in these tables
# TRPV1 agonist: human TRPV1 agonism | Q8NER1 | TRPV1-expressing cells, Fluo-8 calcium influx, agonist mode | activation, % at 8.33 µM | actives 0.19% (n = 320,000) | AID 540275; in the data active means activation above about 80%; inconclusive means between about 30% and that limit; further: 0% is about no effect
#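 TRPV1-expressing cells were cultured overnight at 35.5C and loaded with Fluo-8 calcium dye for 40 to 90 min at room temperature. After a 10 s baseline, compound was added and calcium influx was read kinetically for 3 min (ex 480/em 520 nm).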
# KCNH2 3.1 block: blocks the human KCNH2 3.1 channel isoform | U2OS KCNH2 3.1, thallium flux FluxOr; hits give low values | activity change, % (tested at about 1.8 µM) | actives 0.95% (n = 340,000) | AID 720553;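 active means maximum activity change below -70%; inconclusive means maximum activity change from -70% to -50%; inactive means maximum activity change above -50%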;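 further: thallium influx rate constant from kinetic fluorescence after stimulation buffer; on the % scale 0 is the no-effect control and ±100 the full control effect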
#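 Virally transduced U2OS (3.1 isoform, 4 h infection in dark at RT) → overnight 37 C → FluxOr + Red40 in HBSS/HEPES, 45 min → stimulation buffer, 2 min kinetic read → rate constant vs DMSO controls.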
# * = called active by the depositor; ? = inconclusive; nt = not tested or not shown; [ ] = dose if it differs, or a comment. Unless noted, the call rests on the fitted dose curve; in most records, active means well fitted curve in the direction sought with a large enough effect; inconclusive means small, poorly fitted or top-dose-only effect, or another doubt; inactive means no such curve, though single readings can be large; an effect the other way counts as inactive or inconclusive. Some of the compounds tested; rates above refer to the full screens.
No. | Compound | B2AR arrestin | GALK inhibitor | Coupling enz | hERG WT inh | PKM2 act | USP2a block
1 | N#C/C(=C\c1cccs1)C(=O)c1ccccc1Cl | -0.3% | -5.9% | -0.1 | 2.4 | ? | 1.3%
2 | COC(=O)C1=CN(C(C)C)C=C(C(=O)OC)C1c1cc2c(cc1Br)OCO2 | -1.0% | 0.6% | -0.7 | 2.6 | 7.8% | -0.6%
3 | c1ccc(N(c2ccccc2)c2nc(N3CCCC3)nc(-n3ccnc3)n2)cc1 | 0.4% | -0.2% | 3.6 | 4.7 | -1.2% | 1.7%
4 | CCN(CC)CCCNC(=O)CN1N=C(c2ccc(OC)cc2)CCC1=O | -0.3% | nt | 2.5 | 9.0 | nt | 0.3%
5 | Cc1ccc(/C=C/c2nc3ccccc3c(=O)n2CCc2ccccc2)cc1 | 0.2% | -0.4% | 0.2 | 0.1 | -0.1% | 5.9%
6 | Cc1ccc(S(=O)(=O)Oc2ccc(/C=N/NC(=O)c3ccncc3)cc2)cc1 | -0.7% | -4.2% | -0.6 | -2.0 | -2.2% | 1.7%
7 | COc1cccc(NC(=O)NCCCN2CCN(c3ccc(F)cc3)CC2)c1 | 0.6% | -1.6% | -1.4 | -37.9 | 1.0% | 4.9%
8 | CCN(CC)S(=O)(=O)c1ccc(NC(=O)CN(c2cccc(F)c2)S(C)(=O)=O)cc1 | -0.3% | -4.6% | 0.2 | -2.1 | -6.7% | 4.1%
9 | O=C(c1cc2cc3ccc(Cl)cc3nc2o1)N1CCCCCC1 | 0.6% | 4.9% | 0.3 | -11.2 | -1.9% | 0.8%
10 | O=C(CSc1nnnn1-c1ccccc1)N1CCN(C(=O)c2ccco2)CC1 | -0.2% | -2.2% | 2.2 | -16.2 | 5.8% | 0.1%
11 | COc1ccc(/C(C)=N/OCC(=O)N2CC3(C)CC2CC(C)(C)C3)cc1 (stereo not given) | -0.3% | 1.0% | -1.2 | 4.7 | 6.4% | 0.6%
12 | Cc1ccc(-c2[nH]c(=O)n3ccncc23)s1 | 0.1% | -0.6% | 1.4 | -1.4 | -3.7% | 1.7%
13 | CCOc1ccccc1NC(=O)c1ccc(NC(=O)C2CCCO2)cc1 (stereo not given) | 5.8% | -1.4% | 6.0 | -6.1 | nt | -0.1%
14 | O=C(COc1cccnc1[N+](=O)[O-])NCc1ccc2c(c1)OCO2 | -0.6% | 2.5% | 1.4 | 1.9 | -4.1% | 10.3%
15 | Cc1ccc(NC(=O)c2nc(S(=O)(=O)Cc3ccccc3C)ncc2Cl)cc1C | -0.2% | 3.3% | 3.5 | -1.7 | 3.6%[0.46 µM] | 0.9%

No. | MLL CXXC-DNA inh | Giardia kill | Menin MLL FP TR | TRPV1 agonist | KCNH2 3.1 block
1 | 22.4µM* | 15.6 | nt | 18.0 | -5.9
2 | 2.3% | -18.4 | -2.6% | 16.2 | 6.1
3 | -6.8% | -8.2 | 9.9% | ? | -8.2
4 | 1.5% | -10.3 | 2.5% | 0.3 | 0.4
5 | -8.7% | -28.9 | -0.4% | ? | -9.1
6 | ? | -7.5 | -14.3% | ? | 5.0
7 | -2.5% | 12.2 | 4.6% | 6.0 | -82.0*
8 | -6.6% | 7.7 | 21.4% | 11.9 | 4.0
9 | -5.6% | 1.3 | -19.7% | 22.8 | -21.3
10 | -3.6% | -2.1 | 25.7% | 0.6 | -14.7
11 | 0.4% | -2.1 | -5.8% | 7.7 | -6.8
12 | ? | 6.8 | 12.0% | 2.6 | 2.1
13 | -14.5% | -5.6 | 6.8% | 3.4 | -27.8
14 | -3.9% | ? | nt | 6.4 | 1.2
15 | 6.3% | ? | 54.5%[activator] | 1.6 | -14.2

# Compounds shown so far that have fluorine (2):
No. | Compound | B2AR arrestin | GALK inhibitor | Coupling enz | hERG WT inh | PKM2 act | USP2a block
7 | COc1cccc(NC(=O)NCCCN2CCN(c3ccc(F)cc3)CC2)c1 | 0.6% | -1.6% | -1.4 | -37.9 | 1.0% | 4.9%
8 | CCN(CC)S(=O)(=O)c1ccc(NC(=O)CN(c2cccc(F)c2)S(C)(=O)=O)cc1 | -0.3% | -4.6% | 0.2 | -2.1 | -6.7% | 4.1%

No. | MLL CXXC-DNA inh | Giardia kill | Menin MLL FP TR | TRPV1 agonist | KCNH2 3.1 block
7 | -2.5% | 12.2 | 4.6% | 6.0 | -82.0*
8 | -6.6% | 7.7 | 21.4% | 11.9 | 4.0

# (list continues)
No. | Compound | B2AR arrestin | GALK inhibitor | Coupling enz | hERG WT inh | PKM2 act | USP2a block
16 | CCC(=O)Nc1ccc(Cl)c(NC(=O)c2c(OC)cccc2OC)c1 | 0.1% | 3.7% | 1.3 | 10.8 | -2.1% | 4.1%
17 | O=C(CN(Cc1ccco1)C(=O)CCC(=O)Nc1nccs1)NCc1ccccc1 | 0.4% | 0.9% | 0.6 | -7.8 | -17.9% | -0.8%
18 | CCC(Oc1ccccc1)C(=O)Nc1ccccc1N1CCCCC1 (stereo not given) | 0.1% | 2.6% | 0.7 | 9.1 | 4.4% | -1.2%
19 | COc1cc(/C=C2\SC(=S)N(C(C(=O)O)c3ccccc3)C2=O)ccc1O (stereo not given) | 2.5% | 0.2% | 11.9 | -2.2 | -0.4% | 0.9%
20 | CCOc1ccc(CCNC(=O)c2cc(-c3ccccc3)c(N3CCOCC3)s2)cc1OCC | -0.6% | 8.5% | 4.7 | 23.5 | 2.1% | -2.0%
21 | CC(=O)N1CCOc2ccc(S(=O)(=O)NC(C)c3ccccc3)cc21 (stereo not given) | -0.8% | -1.4% | -0.6 | -1.0 | 0.6%[0.46 µM] | 2.1%
22 | COc1cccc(/C=N/NC(=O)CNC(=O)c2ccc3c(c2)OCCO3)c1O | -0.1% | -0.1% | 5.1 | 0.1 | -2.5% | 0.2%
23 | Cc1ccc(NC(=O)COC(=O)CC2CCCC2)cc1Cl | 0.0% | 11.8% | -12.2 | nt | -1.2% | -4.7%
24 | COc1ccc(OCC(=O)N2CCN(C(=O)c3ccc([N+](=O)[O-])cc3)CC2)cc1 | -0.6% | -2.2% | 2.1 | -7.7 | 3.6% | 0.0%
25 | C=CC(=O)NCC1OCCc2ccccc21 (stereo not given) | -0.8% | -2.0% | -0.9 | 8.0 | 1.7% | 3.0%
26 | CC1CCN(C(=O)COC(=O)c2cc(Cl)c3c(c2)OCO3)CC1 | 0.1% | nt | nt | 4.7 | nt | 1.4%
27 | CCCCCC(=O)Nc1nc(C)c(-c2csc(Nc3ccccc3OCC)n2)s1 | -0.1% | -2.1% | -5.7 | 3.3 | 6.1% | -1.3%
28 | CN1C(=O)/C(=C/c2ccccc2OCc2ccccc2)NC1=S | 0.0% | nt | -2.1 | -11.1 | -0.5% | -1.7%
29 | Cc1cccc(CC(=O)NCCn2c(C)cc3ccccc32)c1 | -0.7% | 5.2% | -6.4 | -10.1 | 5.4% | -6.9%
30 | CCOC(=O)c1[nH]c2ccc(OCC)cc2c1NC(=O)CN1CCC2(CC1)OCCO2 | -0.3% | -0.2% | -7.6 | -0.3 | 0.5% | 0.7%
31 | COc1cc(/C=N/NC(=O)c2cc(C)oc2C)cc(OC)c1OC | -0.6% | 4.8% | 3.2 | 4.4 | 3.7% | -3.3%
32 | Cc1ccc(COc2ccsc2C(=O)O)cc1 | 0.4% | -1.4% | 6.4 | -10.4 | 6.2% | 3.2%

No. | MLL CXXC-DNA inh | Giardia kill | Menin MLL FP TR | TRPV1 agonist | KCNH2 3.1 block
16 | -9.5% | 7.1 | -15.7% | 1.6 | -0.1
17 | -1.3% | -4.8 | -8.2% | 1.1 | -19.2
18 | -8.9% | 3.6 | -18.3% | ? | -42.3
19 | ? | 7.3 | nt | 11.8 | 13.2
20 | 1.3% | 15.9 | -8.1% | 1.8 | -18.6
21 | -1.0% | 5.1 | -6.1% | -0.2 | -4.4
22 | 12.9% | 12.8 | -5.2% | -3.5 | -4.5
23 | -9.8% | nt | 46.0%[activator] | ? | nt
24 | -1.4% | 13.0 | -2.8% | -1.6 | -8.2
25 | ? | -1.4 | -5.9% | 1.3 | 11.9
26 | nt | -4.9 | nt | ? | 11.6
27 | 12.2% | 1.1 | ? | 5.6 | 0.5
28 | -6.4% | 1.9 | -27.0% | 18.4 | 4.3
29 | -11.9% | 13.5 | ? | ? | -0.7
30 | -2.8% | -3.7 | -4.8% | 7.0 | 3.4
31 | 5.6% | 10.7 | -22.2% | 1.9 | -7.1
32 | 0.3% | -15.6 | -4.5% | -5.2 | -18.9
